Bioassay records as filed in PubChem BioAssay.
NPR1 activator: GC-A (human) enzyme activation; HEK293 GC-A cells, cGMP TR-FRET, EC30 ANP; 0% at EC30 ANP, 100% saturating ANP; P16066; AID 1671463; activation, % at 10 µM; hit rate 0.14% among 370,000; in the data active = activation above about 40%
PG9 Ab binder: binds the HIV-1 gp120 antibody PG9 | TR-FRET gp120-PG9 antibody binding | inhibition, % at 6.7 µM | hit rate 0.43% among 360,000; in the data active = inhibition above about 8.5%
ssDAF-12 act: activators of S. stercoralis DAF-12 nuclear receptor; AID 652126; HEK293 ssDAF-12/GRIP1 lit1-tk-luc reporter, luminescence; % of 3 µM dafachronic acid response; hit rate 1% among 370,000; activation, % at 6.8 µM;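 active = activation above the mean over all tested compounds plus 3 SD, cut at about 0.9% in these data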;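 also: 0% = DMSO-only wells and 100% = 3 µM delta7-dafachronic acid wells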
hgDAF12 agonist: hgDAF-12 agonism, primary luciferase screen | activation, % at 6.8 µM | AID 687014 | hit rate 1.8% among 370,000 | HEK293 GAL4-hgDAF12 UAS-luciferase reporter, agonist luminescence; normalized to butyrate control;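 active = activation above a cutoff set at the mean of all screened compounds plus 3 SD, cut at about 10% in these data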;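 also: 0% = DMSO wells and 100% = sodium butyrate wells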
DAX1 inh-1: inhibits human nuclear receptor DAX1; P51843; HEK293 Gal4-DAX1 luciferase reporter, luminescence; inhibition, % at 6.75 µM; hit rate 0.99% among 340,000; AID 504766;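 active = inhibition above the mean over all tested compounds plus 3 SD, cut at about 4.2% in these data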;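 also: 0% = DAX1-transfected cells with DMSO and 100% = empty-vector control cells with DMSO; inhibition shows as a rise in luminescence from relieved DAX1 repression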
Target sequence (P51843 207-470 limits assumed): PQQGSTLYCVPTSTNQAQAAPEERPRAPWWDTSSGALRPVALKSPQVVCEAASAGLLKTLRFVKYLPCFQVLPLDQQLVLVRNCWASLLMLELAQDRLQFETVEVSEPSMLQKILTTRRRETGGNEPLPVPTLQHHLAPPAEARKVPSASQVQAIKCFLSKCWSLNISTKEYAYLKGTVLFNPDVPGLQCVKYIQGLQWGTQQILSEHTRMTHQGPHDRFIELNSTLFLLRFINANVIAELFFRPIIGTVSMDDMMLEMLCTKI
hcDAF12 agonist: activates DAF-12 receptor from parasite H. contortus; hit rate 1.4% among 370,000; HEK293 hcDAF-12 lit1-tk-luc reporter, luminescence; 0% DMSO, 100% Δ7-dafachronic acid; AID 652067; activation, % at 6.8 µM;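 active = activation above the mean of all tested compounds plus 3 SD, cut at about 5.5% in these data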;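 also: 100% = response to 3 µM Δ7-dafachronic acid high control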
FXN GAA850 act: frataxin GAA850 promoter activation. HEK293 lucGAA850 FXN promoter luciferase reporter, 24 h; percent of 10 µM SAHA response. activation, % at 6 µM. hit rate 0.56% among 360,000;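 active = activation above the average of all compounds screened plus 3 SD, cutoff fixed separately per campaign, cut at about 7.5% in these data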;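 also: 0% = DMSO wells and 100% = 10 µM SAHA wells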
SMARCA2 activ: increases SMARCA2 function in MMTV reporter cells; activation, % at 9.1 µM; hit rate 1% among 370,000; MG213 cells, MMTV-luciferase reporter, dexamethasone, overnight; AID 652017; in the data active = activation above about 7.8%;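 also: 0% = vehicle wells and 100% = reference activator wells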
DAX1 inh-2: DAX1 (NR0B1) inhibition, primary screen | HEK293T StAR-luciferase reporter, SF-1/DAX-1 repression relief | inhibition, % at 6.8 µM | hit rate 1.1% among 370,000 | AID 652010;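 active = inhibition above the mean over all tested compounds plus 3 SD, cut at about 3.6% in these data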;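 also: 0% = DAX-1 cells with DMSO and 100% = cells lacking DAX-1 with DMSO; higher inhibition means more luminescence from relief of DAX-1 repression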
ADAM17 inh: inhibits human ADAM17. inhibition, % at 6.95 µM. recombinant ADAM17, EDANS/DABCYL FRET peptide cleavage. P78536. hit rate 0.83% among 370,000;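 active = inhibition above the mean of compounds lying between control limits plus 3 SD, set per campaign, cut at about 8.5% in these data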;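 also: 0% = DMSO-only wells as the low control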
Target sequence (P78536 215-824 limits assumed): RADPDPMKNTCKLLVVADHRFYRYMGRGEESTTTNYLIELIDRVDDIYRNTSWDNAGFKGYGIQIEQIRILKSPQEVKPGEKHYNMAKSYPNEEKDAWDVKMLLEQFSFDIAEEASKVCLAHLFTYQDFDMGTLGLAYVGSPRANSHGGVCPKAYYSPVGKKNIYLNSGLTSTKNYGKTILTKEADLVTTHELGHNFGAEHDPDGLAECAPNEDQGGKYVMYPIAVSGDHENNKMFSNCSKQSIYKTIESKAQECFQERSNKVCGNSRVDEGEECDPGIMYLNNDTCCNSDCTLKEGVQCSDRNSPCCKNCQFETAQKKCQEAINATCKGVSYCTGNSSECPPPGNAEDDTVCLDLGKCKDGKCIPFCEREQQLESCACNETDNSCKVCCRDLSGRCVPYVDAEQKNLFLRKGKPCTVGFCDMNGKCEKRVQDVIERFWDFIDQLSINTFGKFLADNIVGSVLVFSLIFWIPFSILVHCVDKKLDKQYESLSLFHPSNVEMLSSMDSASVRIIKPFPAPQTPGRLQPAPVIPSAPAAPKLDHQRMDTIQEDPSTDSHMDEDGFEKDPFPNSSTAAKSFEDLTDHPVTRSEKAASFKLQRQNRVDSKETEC
ADAM10 inh: inhibitors of human ADAM10 | O14672 | recombinant ADAM10, EDANS/DABCYL FRET peptide cleavage, 3 h | inhibition, % at 7 µM | hit rate 0.62% among 370,000;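 active = inhibition above a per-campaign cutoff equal to the mean of compounds falling between control-based bounds plus 3 SD, cut at about 20% in these data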;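 also: 0% = DMSO wells while the 100% control is not disclosed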
Starred values were filed as active, the others as inactive.

Results for Cc1nnc(-c2ccccc2)[nH]c1=O ?
NPR1 activator: 3; PG9 Ab binder: -2.2; ssDAF-12 act: -1.2; hgDAF12 agonist: 3.0; DAX1 inh-1: 0.9; hcDAF12 agonist: 0.4; FXN GAA850 act: 1.2; SMARCA2 activ: -1; DAX1 inh-2: 0.1; ADAM17 inh: 0; ADAM10 inh: -1

How did O=C(C(=O)N1CCN(c2ccc([N+](=O)[O-])cc2)CC1)c1cn(CC(=O)N2CCOCC2)c2ccccc12 do in these assays?
NPR1 activator: 0; PG9 Ab binder: -2.5; ssDAF-12 act: 0.3; hgDAF12 agonist: 1.7; DAX1 inh-1: 0.1; hcDAF12 agonist: 1.1; FXN GAA850 act: -2.1; SMARCA2 activ: -2; DAX1 inh-2: -0.5; ADAM17 inh: 0; ADAM10 inh: -1

Results for COc1ccc(Cl)cc1C(=O)CSc1nc(N)cc(N)n1 ?
NPR1 activator: 1; PG9 Ab binder: -0.6; ssDAF-12 act: -2.1; hgDAF12 agonist: -0.2; DAX1 inh-1: 0.5; hcDAF12 agonist: -1.5; FXN GAA850 act: -0.5; SMARCA2 activ: 7; DAX1 inh-2: 0.5; ADAM17 inh: 3; ADAM10 inh: 2

How did CCCCN1C(=N)N([C@@H](C)CN2CCC[C@H]2CN2C(N)=NC[C@H]2CC(C)C)C[C@H]1[C@H](C)CC do in these assays?
NPR1 activator: 0; PG9 Ab binder: 1.0; ssDAF-12 act: -0.7; hgDAF12 agonist: 2.4; DAX1 inh-1: 2.1; hcDAF12 agonist: 1.1; FXN GAA850 act: 1.2; SMARCA2 activ: 2; DAX1 inh-2: 0.7; ADAM17 inh: -6; ADAM10 inh: -2

How did CC(C)(C)c1ccc(-c2nc(C#N)c(NCc3cccnc3)o2)cc1 do in these assays?
NPR1 activator: 3; PG9 Ab binder: 0.0; ssDAF-12 act: -1.7; hgDAF12 agonist: 3.8; DAX1 inh-1: -0.1; hcDAF12 agonist: -1.2; FXN GAA850 act: 5.4; SMARCA2 activ: 4; DAX1 inh-2: 0.3; ADAM17 inh: -22; ADAM10 inh: -101

Results for Cc1ccc(NC(=O)CCNC(=O)c2ccccc2Cl)cc1S(=O)(=O)N(C)C ?
NPR1 activator: 1; PG9 Ab binder: -1.1; ssDAF-12 act: -1.2; hgDAF12 agonist: 0.9; DAX1 inh-1: -0.6; hcDAF12 agonist: -1.2; FXN GAA850 act: 0.6; SMARCA2 activ: 1; DAX1 inh-2: 0.2; ADAM17 inh: -1; ADAM10 inh: -6

Results for CCCNC(=O)c1ccc(Cl)c(Cl)c1 ?
NPR1 activator: -4; PG9 Ab binder: 0.5; ssDAF-12 act: -1.1; hgDAF12 agonist: 0.0; DAX1 inh-1: 0.1; hcDAF12 agonist: -0.1; FXN GAA850 act: -2.9; SMARCA2 activ: -2; DAX1 inh-2: 0.8; ADAM17 inh: 0; ADAM10 inh: -1

How did O=C(COC(=O)c1ccc2c(c1)C(=O)N(CCc1ccccc1)C2=O)Nc1ccc(OC(F)F)cc1 do in these assays?
NPR1 activator: 1; PG9 Ab binder: 0.6; ssDAF-12 act: -1.4; hgDAF12 agonist: 1.8; DAX1 inh-1: 0.4; hcDAF12 agonist: 0.1; FXN GAA850 act: -0.6; SMARCA2 activ: -1; DAX1 inh-2: 0.3; ADAM17 inh: 2; ADAM10 inh: 4

How did CCOC(=O)CN(C(=O)CSc1nnc(CNc2ccc(F)cc2)n1C)c1ccccc1 do in these assays?
NPR1 activator: -3; PG9 Ab binder: 0.3; ssDAF-12 act: -0.9; hgDAF12 agonist: -0.1; DAX1 inh-1: 1.2; hcDAF12 agonist: 0.7; FXN GAA850 act: -0.4; SMARCA2 activ: -5; DAX1 inh-2: -0.5; ADAM17 inh: -4; ADAM10 inh: -7

Results for CCOc1ccc(C(=O)COC(=O)c2nc3nccc(C)n3n2)cc1 ?
NPR1 activator: -3; PG9 Ab binder: -1.6; ssDAF-12 act: -1.4; hgDAF12 agonist: 0.4; DAX1 inh-1: -0.3; hcDAF12 agonist: 1.2; FXN GAA850 act: 0.4; SMARCA2 activ: -1; DAX1 inh-2: 4.9*; ADAM17 inh: -4; ADAM10 inh: -1

Results for Cc1nn(C(C)C(=O)Nc2ccc(Cl)cn2)c(C)c1[N+](=O)[O-] (configuration not stated) ?
NPR1 activator: -2; PG9 Ab binder: 1.6; ssDAF-12 act: -1.9; hgDAF12 agonist: -1.2; DAX1 inh-1: -0.2; hcDAF12 agonist: -0.6; FXN GAA850 act: 1.2; SMARCA2 activ: -2; DAX1 inh-2: -0.6; ADAM17 inh: -4; ADAM10 inh: 0

Results for C/C(=N\NC(=O)c1ccc(Cl)cc1)c1cccc(NC(=O)c2cccnc2)c1 ?
NPR1 activator: -4; PG9 Ab binder: 0.3; ssDAF-12 act: -1.5; hgDAF12 agonist: 3.8; DAX1 inh-1: -1.3; hcDAF12 agonist: 1.2; FXN GAA850 act: 2.3; SMARCA2 activ: -2; DAX1 inh-2: 0.5; ADAM17 inh: -9; ADAM10 inh: -16

What do the screens show for `Cc1ccc(CNC(=O)CC[C@H]2O[C@@H](n3cc(C)c(=O)[nH]c3=O)C[C@@H]2O)o1`?
NPR1 activator: 2; PG9 Ab binder: 0.5; ssDAF-12 act: -0.9; hgDAF12 agonist: 1.3; hcDAF12 agonist: 0.3; SMARCA2 activ: 1; DAX1 inh-2: 1.4; ADAM17 inh: -4; ADAM10 inh: -14

How did COc1ccc(C)cc1S(=O)(=O)Nc1ccccc1C do in these assays?
NPR1 activator: -2; PG9 Ab binder: -0.4; ssDAF-12 act: -0.8; hgDAF12 agonist: -1.4; DAX1 inh-1: 0.5; hcDAF12 agonist: -0.4; FXN GAA850 act: 0.1; SMARCA2 activ: -1; DAX1 inh-2: 0.2; ADAM17 inh: 6; ADAM10 inh: 13

How did Cc1cc(OC(=O)c2ccccc2Br)c([N+](=O)[O-])c(=O)[nH]1 do in these assays?
NPR1 activator: 4; PG9 Ab binder: 0.1; ssDAF-12 act: -1.0; hgDAF12 agonist: -3.7; DAX1 inh-1: 0.3; hcDAF12 agonist: 1.4; FXN GAA850 act: 1.6; SMARCA2 activ: -2; DAX1 inh-2: -0.2; ADAM17 inh: -1; ADAM10 inh: -3

What do the screens show for `O=[N+]([O-])c1cc(S(=O)(=O)Nc2ccccc2)ccc1N1CCN(c2ccc(O)cc2)CC1`?
NPR1 activator: -4; PG9 Ab binder: -2.4; ssDAF-12 act: -1.5; hgDAF12 agonist: 2.6; DAX1 inh-1: 3.1; hcDAF12 agonist: -0.9; FXN GAA850 act: -1.4; SMARCA2 activ: -1; DAX1 inh-2: -0.2; ADAM17 inh: 5; ADAM10 inh: 14

Results for Cc1cccc(OCCn2cc(/C=N/NC(=O)c3ccncc3)c3ccccc32)c1 ?
NPR1 activator: -8; PG9 Ab binder: -1.6; ssDAF-12 act: -1.2; hgDAF12 agonist: 0.3; DAX1 inh-1: -0.8; hcDAF12 agonist: -0.8; FXN GAA850 act: 1.0; SMARCA2 activ: -1; DAX1 inh-2: -0.8; ADAM17 inh: 4; ADAM10 inh: 10

How did CCOc1cccc(CNCCNC(=O)c2nonc2N)c1 do in these assays?
NPR1 activator: -4; PG9 Ab binder: 1.6; ssDAF-12 act: -1.2; hgDAF12 agonist: -2.5; DAX1 inh-1: 1.9; hcDAF12 agonist: -0.2; FXN GAA850 act: 1.5; SMARCA2 activ: -2; DAX1 inh-2: -0.2; ADAM17 inh: -4; ADAM10 inh: 2

What do the screens show for `O=C(NCCc1nc2ccccc2[nH]1)/C(=C/c1ccco1)NC(=O)c1ccc(Br)cc1`?
NPR1 activator: -4; PG9 Ab binder: -0.8; ssDAF-12 act: -0.8; hgDAF12 agonist: 0.6; DAX1 inh-1: -0.7; hcDAF12 agonist: -2.0; FXN GAA850 act: -0.2; SMARCA2 activ: -4; DAX1 inh-2: -0.4; ADAM17 inh: 0; ADAM10 inh: -2

How did CC(=O)c1ccc(NC(=O)C(C)Sc2nnc(C3CC3)n2C2CC2)cc1 (configuration not stated) do in these assays?
NPR1 activator: 1; PG9 Ab binder: -2.7; ssDAF-12 act: -1.2; hgDAF12 agonist: 0.2; DAX1 inh-1: 0.2; hcDAF12 agonist: -1.8; FXN GAA850 act: 0.9; SMARCA2 activ: -2; DAX1 inh-2: -0.7; ADAM17 inh: -3; ADAM10 inh: -15

How did CSCc1cc(C(=O)NC2CC2)c(N)s1 do in these assays?
NPR1 activator: 1; PG9 Ab binder: -1.2; ssDAF-12 act: -0.4; hgDAF12 agonist: 7.5; hcDAF12 agonist: -0.9; SMARCA2 activ: -4; DAX1 inh-2: -1.1; ADAM17 inh: -9; ADAM10 inh: -26

Results for S=C(NCCc1ccccc1)N1CCCC1 ?
NPR1 activator: 6; PG9 Ab binder: -3.3; ssDAF-12 act: 0.4; hgDAF12 agonist: 1.3; DAX1 inh-1: 1.9; hcDAF12 agonist: 3.9; FXN GAA850 act: 1.1; SMARCA2 activ: -1; DAX1 inh-2: 0.2; ADAM17 inh: 1; ADAM10 inh: 4

Results for Cn1c(SCc2ccc([N+](=O)[O-])cc2)nnc1-c1cccnc1 ?
NPR1 activator: 2; PG9 Ab binder: 1.2; ssDAF-12 act: -1.5; hgDAF12 agonist: 1.1; DAX1 inh-1: -1.1; hcDAF12 agonist: 0.8; FXN GAA850 act: -0.5; SMARCA2 activ: -1; DAX1 inh-2: -0.2; ADAM17 inh: 0; ADAM10 inh: -3

What do the screens show for `CCOCCCNC(=O)C1CCN(S(=O)(=O)N(CC(C)C)CC(C)C)CC1`?
NPR1 activator: 1; PG9 Ab binder: -1.0; ssDAF-12 act: -1.3; hgDAF12 agonist: -1.6; DAX1 inh-1: -1.6; hcDAF12 agonist: -1.0; FXN GAA850 act: 1.2; SMARCA2 activ: -4; DAX1 inh-2: -0.1; ADAM17 inh: -2; ADAM10 inh: 5

What do the screens show for `CCOC(=O)COc1c(/C=N\OC)cc(Cl)cc1OC`?
NPR1 activator: 0; PG9 Ab binder: -0.1; ssDAF-12 act: -1.2; hgDAF12 agonist: -1.9; DAX1 inh-1: 0.9; hcDAF12 agonist: -0.8; FXN GAA850 act: 1.4; SMARCA2 activ: 1; DAX1 inh-2: -0.5; ADAM17 inh: -3; ADAM10 inh: 3

How did Cc1ccc(-n2nc(C)c3c2OC(N)=C(C#N)C3c2ccoc2)cc1 (configuration not stated) do in these assays?
NPR1 activator: 0; PG9 Ab binder: -4.4; ssDAF-12 act: -0.1; hgDAF12 agonist: 2.1; DAX1 inh-1: 2.6; hcDAF12 agonist: 2.9; FXN GAA850 act: -0.7; SMARCA2 activ: -2; DAX1 inh-2: -0.1; ADAM17 inh: 3; ADAM10 inh: -12

Results for Cc1ccc(C)c(N(Cc2ccccc2F)S(C)(=O)=O)c1 ?
NPR1 activator: -6; PG9 Ab binder: -2.8; ssDAF-12 act: -1.2; hgDAF12 agonist: -0.4; DAX1 inh-1: -0.8; hcDAF12 agonist: -1.1; FXN GAA850 act: 1.1; SMARCA2 activ: -5; DAX1 inh-2: -0.2; ADAM17 inh: 4; ADAM10 inh: 10

What do the screens show for `CCOC(=O)CC[C@H]1CC[C@]2(CCCN(C(=O)C(C)(C)C)C2)O1`?
NPR1 activator: 2; ssDAF-12 act: -0.5; hgDAF12 agonist: 0.0; hcDAF12 agonist: 0.7; SMARCA2 activ: 0; DAX1 inh-2: -0.1; ADAM17 inh: 3; ADAM10 inh: 4
